Screening results (PubChem BioAssay)
SARS 3CLpro inh – SARS-CoV 3CLpro protease inhibition; P0C6X7; recombinant SARS-CoV 3CLpro, quenched FRET peptide cleavage; inhibition, % at 6 µM; hit rate 0.14% among 290,000; in the data active = inhibition above about 12%
CCHFV vOTU inh – blocks the CCHF virus ovarian tumor domain protease | hit rate 0.55% among 370,000 | inhibition, % at 11.5 µM | AID 651958 | CCHFV vOTU protease, Pep-AMC fluorescence; in the data active = inhibition above about 30%; also: 0% = vehicle wells with enzyme and 100% = no enzyme wells
BoNT-A LC inh2 – blocks Botulinum neurotoxin A light chain protease. multiplex microsphere protease substrate cleavage, flow cytometry. inhibition, % at 10 µM. hit rate 0.17% among 360,000. AID 588499; also: plate controls were buffer without enzyme for full effect and enzyme alone for no effect
SSB-PriA inh – blocks PriA binding to SSB C-terminal tail; AlphaScreen SSBct-PriA binding, biotinylated peptide; inhibition, % at 33 µM; hit rate 0.6% among 430,000; AID 1272365; in the data active = inhibition mostly above about 37%, no sharp cut-off; inactive = mostly below about 20%;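 also: plate controls were negative control peptide for no effect and reference peptide for full effect; strong numbers were not always called active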
MazF activator – MazEF (E. coli) toxin RNase activation. P0AE70. FAM/BHQ RNA-DNA oligo cleavage fluorescence, 5 h. activation, % at 20 µM. hit rate 0.32% among 350,000; in the data active = activation above about 50%
Target sequence (P0AE70 whole entry, looked up): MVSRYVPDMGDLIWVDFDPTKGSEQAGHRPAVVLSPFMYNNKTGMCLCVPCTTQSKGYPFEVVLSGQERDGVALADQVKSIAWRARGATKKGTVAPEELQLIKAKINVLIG
PrPC TRFRET – reduces human prion protein on the cell surface; P04156; cell surface PrPC, TR-FRET read-out; inhibition, % at 13.8 µM; hit rate 0.43% among 370,000; in the data active = inhibition above about 24%; also: 0% = median of the test wells and 100% = reference compound wells
Anthrax LF prot – inhibitors of Bacillus anthracis lethal factor protease. inhibition, % at 10 µM. hit rate 0.12% among 360,000. multiplex microsphere protease cleavage assay, LF. P15917; also: plate controls were buffer without enzyme for full effect and enzyme alone for no effect
Target sequence (P15917 whole entry, looked up): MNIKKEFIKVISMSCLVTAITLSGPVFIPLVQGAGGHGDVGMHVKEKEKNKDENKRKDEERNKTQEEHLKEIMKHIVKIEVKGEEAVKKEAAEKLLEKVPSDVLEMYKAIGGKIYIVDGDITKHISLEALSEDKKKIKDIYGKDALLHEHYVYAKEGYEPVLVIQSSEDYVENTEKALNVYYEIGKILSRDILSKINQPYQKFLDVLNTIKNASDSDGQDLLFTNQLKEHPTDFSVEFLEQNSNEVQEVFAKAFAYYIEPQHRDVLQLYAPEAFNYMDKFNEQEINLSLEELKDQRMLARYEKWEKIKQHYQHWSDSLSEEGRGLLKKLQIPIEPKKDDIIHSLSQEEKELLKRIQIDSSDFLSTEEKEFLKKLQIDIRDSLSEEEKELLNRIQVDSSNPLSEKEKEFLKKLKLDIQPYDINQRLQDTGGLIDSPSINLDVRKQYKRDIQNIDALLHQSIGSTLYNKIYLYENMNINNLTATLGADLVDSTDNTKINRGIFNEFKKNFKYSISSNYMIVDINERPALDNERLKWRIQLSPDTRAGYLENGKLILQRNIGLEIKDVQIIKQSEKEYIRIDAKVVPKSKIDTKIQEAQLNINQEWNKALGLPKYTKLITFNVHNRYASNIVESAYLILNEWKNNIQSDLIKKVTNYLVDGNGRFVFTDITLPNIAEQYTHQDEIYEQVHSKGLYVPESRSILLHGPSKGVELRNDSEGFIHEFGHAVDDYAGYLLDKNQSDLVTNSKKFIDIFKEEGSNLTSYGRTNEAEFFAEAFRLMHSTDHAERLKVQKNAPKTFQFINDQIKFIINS
Rv3671c inh – inhibitors of M. tuberculosis serine protease Rv3671c | P9WHR9 | inhibition, % at 5.96 µM | hit rate 0.048% among 320,000 | AID 2606; in the data active = inhibition above about 38%;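 also: extracellular domain of Rv3671c used as enzyme; 0% = enzyme with DMSO and 100% = no enzyme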
DUSP3 inh – inhibitors of human VHR1 phosphatase (DUSP3); P51452; recombinant VHR phosphatase, pNPP absorbance; AID 1654; inhibition, % at 13.3 µM; hit rate 0.52% among 290,000; in the data active = inhibition above about 50%; also: some compounds called inactive have numbers as strong as hits
Target sequence (P51452 whole entry, looked up): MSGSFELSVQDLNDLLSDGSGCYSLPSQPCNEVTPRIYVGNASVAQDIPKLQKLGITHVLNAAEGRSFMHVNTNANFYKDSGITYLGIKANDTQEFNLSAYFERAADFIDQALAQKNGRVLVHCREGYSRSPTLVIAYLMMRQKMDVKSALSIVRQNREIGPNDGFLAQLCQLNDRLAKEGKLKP
BoNT-F LC inh – BoNT F light chain protease inhibition; Multiplex microsphere protease cleavage assay, flow cytometry; inhibition, % at 10 µM; hit rate 0.22% among 360,000; AID 588497; in the data active = inhibition above about 35%, passing the limit was not always enough; inconclusive = no clear call, values can overlap the other calls; also: plate controls were buffer without enzyme for full effect and enzyme alone for no effect
* = called active by the depositor; i = inactive; ? = inconclusive; . = no result given; & = joins results of further samples. Rule as the data show it, unless noted: active = inhibition above about 30%; inconclusive = no clear call, values can overlap the other calls; inactive = below that. An excerpt, so the mix of outcomes need not match the whole.

SMILES	SARS 3CLpro inh	CCHFV vOTU inh	BoNT-A LC inh2	SSB-PriA inh	MazF activator	PrPC TRFRET	Anthrax LF prot	Rv3671c inh	DUSP3 inh	BoNT-F LC inh
COc1ccc(C(=O)C2CCCN(Cc3cn[nH]c3-c3ccccc3)C2)cc1OC (centres undefined)	3	3	-0.3	5	4	-4	2	1	15	-4
O=S(=O)(Nc1nc2ccccc2nc1NCCO)c1cccc(Cl)c1	-4	-10	1.1	-8	-5	7	0	0	18	-6
Nc1nonc1C(=O)N1CCCCC1	-3	10	-0.5	7	11	-3	-2	-2	16	-2
Cc1ccc(Oc2ncccc2COC(=O)Nc2ccccc2C)cc1	3	-2	0.3	-2	8	5	-4	5	20	3
Cc1ccccc1CSCCNC(=O)COc1ccc(Cl)cc1	5	5	-0.4	-56	-2	2	-6	-2	-4	-6
COc1cccc(N2C(=O)CC(N3CCN(C(=O)c4ccco4)CC3)C2=O)c1 (centres undefined)	-5	-3	1.6	1	5	-3	5	3	-9	-2
CSc1ncc(C(=O)Nc2ccccc2F)c(-c2ccccc2)n1	-3	21	2.0	-14	2	11	4	-4	-24	-8
NC(=O)c1ccc(NC(=O)CSC(=O)c2ccccc2)cc1	.	15	0.8	-2	-9	5	-3	5	.	0
CCCCn1nc(NC(=O)CC(C)C)c2cc3cc(OC)ccc3nc21	-2	-17	-1.8	-28	-7	-1	5	3	62	5
Cc1ccc(SCCNC(=O)c2ccccc2)cc1	-2	4	0.1	-18	2	3	-2	0	19	-1
O=C(Oc1cccc(N2C(=O)CCC2=O)c1)C1CC(=O)N(c2ccc(F)cc2)C1 (centres undefined)	1	-18	-0.6	-9	0	2	-1	0	0	-5
Cc1ccccc1-c1cccc([C@@H]2C[C@H]3[C@H](CON3C)CN2C(=O)C(C)(C)C)c1	.	-1	-0.1	-19	-20	3	3	.	.	2
COC(=O)c1ccc(NC(=S)N2CCC(C(N)=O)CC2)cc1	-3	4	0.8	-12	4	1	0	0	27	6
COc1ccccc1NC(=O)Nc1ccc2c(c1)nnn2C	0	-10	-0.8	-11	-2	-1	-8	-6	9	-1
C=CCN(CC=C)CCOc1cccc(Oc2ccccc2)c1	2	-5	2.2	-33	-4	-1	-1	19	-3	14
COc1cccc(Cn2nnc(C(=O)Nc3cc(C)ccc3OC)c2N)c1	4	.	0.0	0	-14	.	0	-9	0	-2
Cn1nc(Oc2ncc(C(F)(F)F)cc2Cl)cc1C(F)(F)F	-1	-11	0.2	-16	8	-7	3	12	2	-4
CCn1c(C)c(C)c2cc(C(=O)N3CCc4ccccc4C3)ccc21	4	19	-0.2	33	8	18	-6	-3	13	6
O=c1c2c3c(sc2nc2n1CCCCC2)CCC3	1	5	-0.1	-4	2	2	-2	0	-6	-2
CCOC(=O)C1CCN(C(=O)Cn2nc(CC)n3cccc3c2=O)CC1	-4	0	0.0	-15	2	7	1	-8	11	7
Cc1nc2ccc(S(=O)(=O)Nc3ccccc3C)cc2s1	-2	.	-5.2	-7	9	.	-4	-5	-14	-8
Cn1c(SCC(=O)c2ccccc2)nnc1C1CC1	-4	2	0.3	-6	3	4	0	1	0	3
COc1cc(SC)ccc1C(=O)OCC(=O)N1CCN(C(C)=O)CC1	.	-5	.	-5	-2	6	.	-1	.	.
CNC(=S)NNC(=O)c1sccc1OCc1ccc(C)cc1	4	7	2.0	-7	-3	0	-5	5	3	1
CN(Cc1ccccc1)C(=O)c1csc(COCCO)n1	.	-6	-0.7	.	.	-1	-6	.	.	2
O=C1/C(=C/c2cccnc2)Oc2cc(OS(=O)(=O)c3ccc(F)cc3)ccc21	2	12	-0.2	1	6	-4	-3	6	21	-7
COc1ccccc1N1CCN(C(=O)CSc2nc(-c3ccccc3)cc(=O)[nH]2)CC1	1	15	0.2	-13	2	0	-5	-9	3	-2
CN1CCC(N(C)C(=O)COc2ccc(S(=O)(=O)N3CCOCC3)cc2)CC1	0	9	-0.2	-9	-5	8	-4	3	12	-8
CC12COC3(C(=O)Nc4ccc5ccccc5c4)CC1CCC32C (centres undefined)	6	-4	0.4	-16	12	3	2	-3	-11	-1
O=C(NNc1cccc(Cl)n1)Nc1cccc(C(F)(F)F)c1	3	6	0.3	-2	2	-8	-3	-6	-3	-4

Structures shown so far that contain a Cl atom, in the order listed:
SMILES	SARS 3CLpro inh	CCHFV vOTU inh	BoNT-A LC inh2	SSB-PriA inh	MazF activator	PrPC TRFRET	Anthrax LF prot	Rv3671c inh	DUSP3 inh	BoNT-F LC inh
O=S(=O)(Nc1nc2ccccc2nc1NCCO)c1cccc(Cl)c1	-4	-10	1.1	-8	-5	7	0	0	18	-6
Cc1ccccc1CSCCNC(=O)COc1ccc(Cl)cc1	5	5	-0.4	-56	-2	2	-6	-2	-4	-6
Cn1nc(Oc2ncc(C(F)(F)F)cc2Cl)cc1C(F)(F)F	-1	-11	0.2	-16	8	-7	3	12	2	-4
O=C(NNc1cccc(Cl)n1)Nc1cccc(C(F)(F)F)c1	3	6	0.3	-2	2	-8	-3	-6	-3	-4

Going on with the list:
SMILES	SARS 3CLpro inh	CCHFV vOTU inh	BoNT-A LC inh2	SSB-PriA inh	MazF activator	PrPC TRFRET	Anthrax LF prot	Rv3671c inh	DUSP3 inh	BoNT-F LC inh
Cc1nn(CC(=O)NCc2cccc(F)c2)c(=O)c2cccn12	5	0	-0.7	-5	9	0	-4	1	-3	5
COC(=O)c1c(NC(=O)c2ccco2)sc2c1CCN(C(C)C)C2	-1	-6	-0.5	-22	-8	3	-2	-7	11	7
COc1ccc(-c2cc(C(=O)Nc3c(C)n(C)n(-c4ccccc4)c3=O)c3ccccc3n2)cc1OC	-7	5	-1.3	-22	13	-14	-2	-11	31	8
COCCCNS(=O)(=O)c1ccc2c(c1)OCCO2	-1	-9	1.5	-12	1	-2	4	5	10	-3
O=C(NC(Cc1ccccc1)C(=O)O)c1ccc(S(=O)(=O)N2CCCC2)cc1 (centres undefined)	-4	-6	1.6	-3	-3	0	0	-5	13	8
CN(C)C(=O)c1ccc(Nc2nnc(-c3ccc(O)cc3)c3ccccc23)cc1	-2	-5	-2.9	2	3	-6	-13	-15	35	5
C/C(=N/NC(=O)c1ccoc1C)c1ccc(N2CCOCC2)cc1	-2	7	3.8	.	-9	-4	0	-6	-5	32
COc1ccccc1CCNC(=O)c1ccc(NC(=O)CC2SC(N3CCCC3)=NC2=O)cc1 (centres undefined)	.	-10	2.8	7	2	4	-4	-5	.	?
C=CCn1c(-c2ccc(C)cc2)nc2ccccc21	-1	0	?	-20&-15	-1	-6	2	8	0	4
CC(=O)N(C)Cc1ccc(C(=O)CSc2nnc(C3CC3)n2C2CC2)cc1	.	8	0.1	0	-3	-2	-3	6	.	-8
CCN1CCc2nc(NC(=O)Cc3ccc4c(c3)OCCO4)sc2C1	3	0	-227	7	15	-8	?	-7	14	i
CCOCCCNC(=O)c1cc2c(=O)[nH]c3ccccc3c2s1	-5	-32	-0.5	-11	6	3	-16	-5	20	-26
CCCCn1c(SCC(=O)NCCOC)nc2ccc(N3CCOCC3)cc2c1=O	1	-13	.	8	6	1	.	-6	13	.
COc1cccc(C2CC(C(F)(F)F)n3ncc(C(=O)O)c3N2)c1 (centres undefined)	-3	1	-0.9	-9	-11	-1	1	6	25	5
Cc1ccc(NC(=O)C2(C)CCN2Cc2ccc(OC(C)C)cc2)cc1 (centres undefined)	.	3	-0.2	.	.	-6	-5	.	.	1
COCCCn1cc(CN2CC(N3CCN(CCN(C)C)CC3)CS2(=O)=O)nn1 (centres undefined)	.	-4	0.5	.	.	5	-5	.	.	8
CC(Sc1ccc(Cl)cc1)C(=O)Nc1ccccc1-c1ccccc1 (centres undefined)	-1	9	-0.4	-19	0	5	0	-2	7	-2
CCOC(=O)c1c(O)c(Cl)c(C)[nH]c1=O	1	7	-0.7	-21	1	4	-3	7	24	-6
Cc1cc(C)n(CC(O)COc2cccc(OCC(O)Cn3nc(C)cc3C)c2)n1 (centres undefined)	-6	8	1.5	-25	7	-1	2	8	-30	9
O=C(NCc1cccnc1)Nc1ccc(Br)cc1	-1	-7	0.5	5	3	-6	-1	-9	53*	-5
CC1(C(=O)Nc2ccc3ccccc3c2)CCC(=O)N1CCc1c[nH]c2ccccc12 (centres undefined)	.	4	-0.1	.	.	-1	-13	.	.	-1
O=C(O)c1ccccc1-n1ncc2c1/C(=C/c1ccc(Cl)cc1)CC2	0	24	.	.	.	-1	.	-1	-18	.
COc1ccc(/C=C/C(=O)NCc2ccccn2)cc1	1	-2	0.0	-4	3	-9	3	-4	-10	-1
COc1ccc(NC(=O)CSc2nnc(-c3ccccn3)n2Cc2ccco2)cc1OC	1	-3	0.8	3	11	-4	3	-4	31	2
O=C(CN1C2=NCCN2c2ccccc21)C12CC3CC(CC(C3)C1)C2	2	15	-0.4	-7	11	-2	-6	-7	25	-7
CNc1nnc(-c2ccc(OC)cc2)s1	0	-7	0.6	-16	9	4	5	1	12	-2
COc1ccc(C(=O)COC(=O)CCNS(=O)(=O)c2ccccc2)c(OC)c1	.	-3	-2.9	-7	1	4	-4	-1	.	-11
COc1cc(-c2nc(C(=O)NC3CCN(Cc4ccccc4)CC3)cc3c2[nH]c2ccccc23)cc(OC)c1OC	-4	.	-0.4	10	-26	.	-8	-21	17	-19
CC(=O)Nc1ccc(C2(O)COc3ccccc3O2)cc1 (centres undefined)	2	-2	0.0	-15	5	-1	1	3	29	?
Cc1ccc(N2C(=O)c3ccc(N)cc3C2=O)cc1	1	9	-1.2	-37	3	-17	-6	6	12	-3

Copied from the list:
CCOC(=O)c1c(O)c(Cl)c(C)[nH]c1=O in Rv3671c inh is entered as 7
Cc1cc(C)n(CC(O)COc2cccc(OCC(O)Cn3nc(C)cc3C)c2)n1 (centres undefined) in Anthrax LF prot is entered as 2

The listing continues.
SMILES	SARS 3CLpro inh	CCHFV vOTU inh	BoNT-A LC inh2	SSB-PriA inh	MazF activator	PrPC TRFRET	Anthrax LF prot	Rv3671c inh	DUSP3 inh	BoNT-F LC inh
CCOC(=O)c1c(NC(=O)Cn2nc(C(=O)O)c3ccccc3c2=O)sc(CC)c1C	2	7	-0.1	-11	-20	-6	-7	-1	10	-2
CCN(CC(=O)NCc1cccs1)C(=O)/C=C/c1cccc(Cl)c1Cl	.	7	-1.3	3	1	5	0	-8	.	-6
CC(Nc1oc(-c2ccco2)nc1C#N)c1ccccc1 (centres undefined)	-5	-19	-0.1	9	-7	-1	0	-11	-11	2
NC(=O)C1(N2CCCCC2)CCN(CC(=O)Nc2cc(Cl)ccc2Cl)CC1	-4	9	-2.9	-8	2	-4	-4	2	16	-6
COc1ccccc1N1CCN(c2ncnc3nc[nH]c23)CC1	-2	-3	0.2	-5	9	-2	-5	-5	21	-2
O=C(COC(=O)c1cccnc1Cl)NCc1cccs1	1	0	0.4	-15	-14	-2	-1	4	13	7
O=C(c1cc(Cl)ccc1Cl)N1CCN(c2ccccn2)CC1	-1	0	-0.4	-1	6	14	-5	5	17	0
CCOc1cccc(C(=O)Nc2ccc(N3CCCC3)cc2)c1	-2	13	1.8	45	10	3	-19	-9	35	?
CCC(C(=O)NCc1cccs1)n1nc(C)n2c(cc3occc32)c1=O (centres undefined)	8	0	-1.8	-1	-29	6	-4	-7	-4	-2
Cc1ccc(-n2nc3ccc(N)cc3n2)c(C)c1	5	-128	-2.4	4	9	0	-9	-8	7	-3
O=C(c1ccc(CS(=O)c2ccccc2Cl)o1)N1CCN(c2ccccc2)CC1 (centres undefined)	-4	5	0.0	1	5	11	1	-7	73	1
O=C(Nc1cccnc1)c1cn(-c2ccccc2)nc1-c1cccs1	6	9	-1.2	7	13	13	-3	-93	-12	-13
CCCOc1ccc(N2C(=O)CC(SCCc3nc4ccccc4[nH]3)C2=O)cc1 (centres undefined)	5	4	0.4	-10	-4	-11	3	-16	9	-3
CNC(=O)c1oc(-c2ccccc2)nc1C	1	-2	0.1	-6	8	0	-4	6	36	-1
O=C(c1ccc(COCC(F)(F)F)o1)N1CCCC1	-1	21	1.2	-4	4	2	3	-7	16	3
